# SENP7 inh = inhibitors of human SENP7 protease | Q9BQF6 | recombinant SENP7, Z-RLRGG-aminoluciferin luminescence, 40 min | inhibition, % at 5 µM | hit rate 1.5% among 330,000;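 active = inhibition above about 50% at the single test dose, limit read from the data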;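 also: plate controls were DMSO with enzyme for no effect and no enzyme buffer wells for full effect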
# Jurkat NFkB inh = lowers PMA/ionomycin-induced NF-kB signal in Jurkat cells | PMA/ionomycin-induced NF-kB luciferase reporter, luminescence | hit rate 0.53% among 330,000 | inhibition, % at 4 µM
# Gli-Sufu block = antagonists of Gli-Sufu signaling. Sufu-KO-LIGHT fibroblasts, Gli luciferase reporter luminescence. inhibition, % at 5 µM. hit rate 0.74% among 340,000. AID 588413;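 active = inhibition above about 55%, limit read from the data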;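 also: 0% = DMSO-treated cells and 100% = wells with medium but no cells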
# HKDC1 inh = HKDC1 (human) hexokinase inhibition | hit rate 0.16% among 340,000 | inhibition, % at 20 µM | recombinant HKDC1, G6PDH/diaphorase resazurin coupled fluorescence | Q2TB90 | AID 493160;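 active = inhibition above about 35% when tested at 20 µM, limit read from the data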;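 also: plate controls were DMSO wells with enzyme for no effect and DMSO wells lacking enzyme for full effect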
# Target sequence (Q2TB90 whole entry, looked up): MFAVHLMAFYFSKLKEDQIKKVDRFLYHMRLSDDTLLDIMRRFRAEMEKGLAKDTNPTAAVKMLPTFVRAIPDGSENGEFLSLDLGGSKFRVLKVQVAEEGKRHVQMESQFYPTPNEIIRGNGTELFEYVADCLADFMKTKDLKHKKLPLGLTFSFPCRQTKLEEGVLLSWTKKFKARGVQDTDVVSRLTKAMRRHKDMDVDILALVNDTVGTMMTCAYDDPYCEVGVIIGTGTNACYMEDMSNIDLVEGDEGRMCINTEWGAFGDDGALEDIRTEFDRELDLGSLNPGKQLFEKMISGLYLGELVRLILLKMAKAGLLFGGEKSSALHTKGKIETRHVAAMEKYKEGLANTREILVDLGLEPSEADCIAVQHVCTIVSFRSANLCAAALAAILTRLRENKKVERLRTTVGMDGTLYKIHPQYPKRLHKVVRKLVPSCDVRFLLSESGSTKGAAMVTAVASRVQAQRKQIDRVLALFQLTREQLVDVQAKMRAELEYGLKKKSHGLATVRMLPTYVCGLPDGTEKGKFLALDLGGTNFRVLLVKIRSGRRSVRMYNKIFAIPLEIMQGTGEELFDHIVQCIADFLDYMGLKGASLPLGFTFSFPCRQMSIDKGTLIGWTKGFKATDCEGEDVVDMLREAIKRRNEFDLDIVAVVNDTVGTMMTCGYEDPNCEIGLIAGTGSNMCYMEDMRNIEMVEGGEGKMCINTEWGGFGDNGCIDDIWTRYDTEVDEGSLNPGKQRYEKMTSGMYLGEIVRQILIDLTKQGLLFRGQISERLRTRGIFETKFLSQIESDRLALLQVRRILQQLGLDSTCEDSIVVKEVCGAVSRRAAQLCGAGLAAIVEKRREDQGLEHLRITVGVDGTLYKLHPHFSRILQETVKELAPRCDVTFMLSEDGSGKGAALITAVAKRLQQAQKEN
#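 Assay system: in-house recombinant HK5 (HKDC1) enzyme. Input: HKDC1 at 5 µg/mL. Medium: Tris pH 8.0 buffer with MgCl2, Tween-20, BSA, BME. Dosing: single 20 µM dose. Schedule: 90 min reaction incubation at room temperature, dark. Signal: resazurin-to-resorufin fluorescence via G6PDH and diaphorase coupling, 525/613 nm. Controls: DMSO-enzyme wells negative, buffer-substituted wells positive.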
# UBC13 polyUb = inhibitors of human UBC13 polyubiquitin chain formation; P61088; TR-FRET; inhibition, % at 20 µM; hit rate 0.47% among 330,000; AID 485273; in the data active = inhibition above about 45%, passing the limit was not always enough
# Target sequence (P61088 whole entry, looked up): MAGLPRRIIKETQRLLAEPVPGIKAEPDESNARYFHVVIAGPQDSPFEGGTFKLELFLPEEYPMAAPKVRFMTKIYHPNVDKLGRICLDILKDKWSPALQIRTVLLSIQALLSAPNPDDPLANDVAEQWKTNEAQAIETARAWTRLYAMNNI
# Apaf1 inhib = human Apaf-1 inhibition; AID 489030; inhibition, % at 20 µM; hit rate 0.71% among 330,000; O14727; reconstituted apoptosome caspase-3 activity, DEVD-Rh110 fluorescence; active = inhibition of at least 40% at 20 µM;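 also: plate controls were DMSO wells for no effect and DEVD-CHO caspase inhibitor wells for full effect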
#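 System – cell-free apoptosome with Apaf-1, procaspase-3 and caspase-9 · Buffer or medium – pH 7.5 Hepes buffer with CHAPS, BSA, DTT · Also added – cytochrome c with DEVD-Rh110 · Times – 30 min compound preincubation, 50 min activation, room temperature · Technique – Rh110 fluorescence intensity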
# 697 NFkB inh = inhibitors of the PMA/ionomycin-induced NF-kB reporter in 697 B cells; 697 B-cell NF-kB luciferase reporter, 16 h; hit rate 0.33% among 330,000; AID 435022; inhibition, % at 4 µM; in the data active = inhibition above about 35%
# SENP8 block = blocks the human protease SENP8 | purified SENP8, Z-RLRGG-aminoluciferin cleavage, luminescence | hit rate 1.2% among 330,000 | inhibition, % at 10 µM | AID 2540
# Starred values were filed as active, the others as inactive; x = not tested or not shown; & = joins results of further samples. Rule as the data show it, unless noted: active = inhibition above about 50%; inactive = the rest.
# The line under a structure holds: SENP7 inh	Jurkat NFkB inh	Gli-Sufu block	HKDC1 inh	UBC13 polyUb	Apaf1 inhib	697 NFkB inh	SENP8 block
O=C(CCN1C(=O)c2ccccc2S1(=O)=O)NCc1ccccc1
 : -3	11	3	1	1	2	2	2
CCCCC1=CC2=C(c3ccco3)C(=O)C(C)(OC(=O)c3ccc(OC)cc3)C(=O)C2=CN1Cc1ccc(OC)cc1 (configuration not stated)
 : 16	8	x	x	22	31	6	-14
CSc1ncc(CO)n1Cc1ccccc1
 : -11	3	3	-7	2	-8	32	6
COC(=O)c1ccc(NS(=O)(=O)c2ccc(S(=O)(=O)N3CCOCC3)cc2)cc1
 : 3	9	-15	1	0	-4	-1	-4
CN(C)C(=O)N1CCC(C(=O)NCc2ccccc2Cl)CC1
 : -9	5	x	3	4	-7	15	0
CC(Cc1ccccc1)NC(=O)c1ccc([N+](=O)[O-])cc1 (configuration not stated)
 : 2	-91	-87	-7	0	1	-83	-5
N#C/C(=C\c1ccc(-c2cccc(Cl)c2)o1)C(=O)Nc1cccc2cccnc12
 : -5	-4	-23	1	-24	6	2	-7
COc1cccc(C(=O)OCC(=O)c2c[nH]c3ccccc23)c1OC
 : 1	-26	-28	-5	13	-7	-10	11
COc1ccc(N2CC(NC(=O)N3CCN(C(=O)c4ccco4)CC3)CC2=O)cc1OC (configuration not stated)
 : 3	9	-2	-3	1	-3	8	-2
O=C1C2CCCCN2C(=O)N1CCCCN1CCN(c2cccc(Br)c2)CC1 (configuration not stated)
 : -6	19	17	1	6	-3	14	-10
CN1C(C(=O)Nc2cccc(O)c2)=CC(c2ccco2)=NS1(=O)=O
 : -13	-1	-1	-1	-2	-7	-5	-8
O=C(NCc1ccc(F)c(F)c1)C1CCC(=O)N(CCc2ccccc2)C1 (configuration not stated)
 : 1	-2	-4	-3	8	2	11	-4
O=C(N/N=C/C(Br)=C/c1ccccc1)c1ccccc1F
 : -7	-30	2	-1	-12	10	-124	1
Cc1ccc(C(=O)OCC(=O)c2cc(C)n(CC3CCCO3)c2C)cc1 (configuration not stated)
 : 11	-55	-3	-2	10	8	-16	10
CN(C)S(=O)(=O)c1ccc(C(=O)/C=C/c2cccnc2)cc1
 : -1	-2	-15	6	-4	14	-3	-5
Cc1onc(-c2c(Cl)cccc2Cl)c1C(=O)c1ccc(F)cc1
 : -5	-11	6	2	1	16	19	0
O=C(Cc1csc(-c2ccccc2)n1)NCc1ccco1
 : -4	2	-5	-8	4	-11	-3	-2
Cc1ccc2nc(SCC(=O)NCc3ccc4c(c3)OCO4)nc(=O)n2c1
 : -6	5	-10	-7	-7	6	10	1
Nc1nc(Cl)cc(Oc2ccccc2F)n1
 : 5	1	-5	-4	13	-8	18	0
C=CCN1C(=O)C(O)(CC(=O)c2ccccn2)c2ccccc21 (configuration not stated)
 : 5	2	-2	3	4	12	5	-6
CCN(CC)c1ccc(C2N(C(=O)N3CCOCC3)CCN2S(=O)(=O)c2ccc(C)cc2)cc1 (configuration not stated)
 : 2	-4	-6	-3	15	-2	20	6
COc1ccc(-n2nnnc2SCC(=O)c2cc3ccccc3o2)cc1
 : 10	6	-25	4	3	5	0	4
COc1ccc(C(=O)C2CCCN(C(=O)c3cccnc3OC)C2)c(C)c1 (configuration not stated)
 : 7	-8	-4	-4	-2	4	9	-5
CCN(CC)C(=S)NC(=O)C12CC3CC(CC(C3)C1)C2
 : -3	7	4	-7	6	8	0	-8
NC(=O)c1c(NC(NC(=O)c2ccco2)C(=O)c2ccc(Cl)cc2)sc2c1CCCC2 (configuration not stated)
 : -4	-11	-8	-10	-19	9	-14	-9
COc1ccc(C(=O)/C=C/c2ccc(-c3ccccc3)cc2)cc1CSCC(=O)O
 : -12	19	x	x	-13	33	15	-13
O=S(=O)(Nc1c(F)cccc1F)c1ccc2c(c1)OCCO2
 : -2	5	26	-1	-5	2	12	-13
COc1ccc(C(=O)CC(=O)c2ccc(OC)cc2)cc1
 : -5	-10	-15	-5	2	11	-11	2
Cc1nnc(SCC(=O)Nc2ccc(S(=O)(=O)Nc3ccc(Cl)nn3)cc2)s1
 : -5	3	3	-2	-2	6	13	-5
O=C(c1ccccc1)c1ccc(C(=O)N2CCOCC2)cc1
 : 6	-20	1	-7	0	-3	24	2
Cc1ccc2c(CC(=O)NC3=NCCS3)coc2c1
 : 7	5	-2	-2	-8	5	-6	-3
O=C(COc1ccccc1)N1CCN(S(=O)(=O)c2ccc(Br)cc2)CC1
 : 4	7	8	-1	-2	12	-22	4
COCC1COS(=O)(=O)NC1(C)C (configuration not stated)
 : -4	4	2	-8	4	-13	12	1
O=C(O)c1cccc(NC2=C(n3nnc4ccccc43)C(=O)c3ccccc3C2=O)c1
 : 24	19	2	16	-42	58*	3	38
CCOC(=O)c1ccc(NC(=O)CSc2nccn2C)cc1
 : 4	-10	-15	-1	0	-6	-9	-3
CCc1ccccc1NC(=S)N(CCN1CCOCC1)Cc1ccccc1F
 : 2	-2	2	-7	2	-4	18	4
Cn1c(=O)c2c(nc(NCCOc3ccc(F)cc3)n2C)n(C)c1=O
 : -18	14	3	-1	14	-21	-12	-6
Cc1ccc(-n2c(P(C)(=O)O)nc3ccccc32)cc1
 : 0	0	2	0	1	-10	6	1
CCCc1cc(=O)c2ccc(OC/C(C)=N/O)cc2o1
 : 4	6	-4	0	-2	-8	5	3
CCOc1ccc(NC(=O)CCn2cccc2)cc1
 : 3	-17	16	-9	4	4	8	0
Cc1ccc(S(=O)(=O)NCc2ccccc2)cc1C(=O)N1CCN(S(=O)(=O)c2ccccc2)CC1
 : -3	3	10	-1	8	30	0	6
O=C(CCN1CCN(c2ccccc2)CC1)c1ccc(Cl)cc1
 : 4	13	2	-3	4	4	2	4
CN(C(=O)COC(=O)c1ccccc1SCC(=O)N1CCCC1)c1ccccc1
 : 3	-3	-5	5	2	11	-3	1
CC(C)(C)CC(C)(C)NC(=S)N1CCN(Cc2ccc3c(c2)OCO3)CC1
 : 8	-9	1	-11	-9	-3	23	0
Cc1cnc(C(=O)OC(C(=O)c2c[nH]c3ccccc23)c2ccccc2)cn1 (configuration not stated)
 : -10	-12	6	-1	-4	6	9	-10
COC(=O)c1ccc(NS(=O)(=O)c2ccc(OC)cc2)cc1
 : -2	7	1	-5	5	1	8	6
COc1cccc(/C=N/n2nnc3c(cnn3-c3ccccc3)c2=O)c1
 : 11	8	18	3	-3	11	7	4
CNC(=O)/C(C#N)=C/c1c(N2CCCCCC2)nc2c(C)cccn2c1=O
 : -2	-1	9	-4	6	4	10	-3
CC(C)C[C@@H](NC(=O)[C@H]1CCCN1C(=O)Cc1ccccc1)C(N)=O
 : 0	-5	10	4	-8	7	-16	-11
COc1ccc(/C=N/N2CCN(c3ccc(Cl)cc3)CC2)cc1
 : -2	-1	14	-8	-3	-3	1	13
CCOc1ccccc1NC(=O)Nc1ccc(CC#N)cc1
 : 7	-4	-5	1	5	-4	2	13
COC(=O)c1cccc(CN2C(=O)SC(Nc3ccccc3)C2=O)c1 (configuration not stated)
 : 3	11	4	-5	6	-9	8	-5
O=C(CCn1c(=S)[nH]c2cc3c(cc2c1=O)OCO3)NCc1cccc(Cl)c1
 : 2	0	-12	-2	5	-2	-6	9
CC(=O)CC(c1ccccc1)S(=O)(=O)c1ccc([N+](=O)[O-])cc1 (configuration not stated)
 : 8	14	-10	-3	1	-1	3	3
NC(N)=NN=C1CCC(c2ccccc2)CC1 (configuration not stated)
 : 3	15	x	-4	11	6	-9	2
COc1ccccc1C(O)(C(=O)N(NC(C)=O)c1ccccc1)c1ccccc1OC
 : 3	1	4	-7	3	-1	-1	0
CCOc1ccc(Nc2ccnc3cc(Cl)ccc23)cc1
 : 3	3	16	-8	7	-1	30	-3
CC(=O)Nc1ccc(S(=O)(=O)NCCc2cn3nc(C)c(C)nc3n2)cc1
 : -7	15	-22	4	18	-4	3	-5
CCOC(=O)c1nn(-c2ccc(F)cc2)c(-c2ccccc2)c1C(=O)c1ccccc1
 : -5	-12	3	-9	-10	25	2	-9
Cc1ccccc1OCC(O)Cn1c(=N)n(Cc2ccccc2)c2ccccc21 (configuration not stated)
 : 51*	24	35	6	14	13	-36	-5

# Six of the entries above in order of their number in UBC13 polyUb, low to high.
structure | UBC13 polyUb
O=S(=O)(Nc1c(F)cccc1F)c1ccc2c(c1)OCCO2 | -5
CN(C)S(=O)(=O)c1ccc(C(=O)/C=C/c2cccnc2)cc1 | -4
CN1C(C(=O)Nc2cccc(O)c2)=CC(c2ccco2)=NS1(=O)=O | -2
COC(=O)c1ccc(NS(=O)(=O)c2ccc(OC)cc2)cc1 | 5
Cc1ccc(S(=O)(=O)NCc2ccccc2)cc1C(=O)N1CCN(S(=O)(=O)c2ccccc2)CC1 | 8
CCN(CC)c1ccc(C2N(C(=O)N3CCOCC3)CCN2S(=O)(=O)c2ccc(C)cc2)cc1 (configuration not stated) | 15

# Other records.
# The line under a structure holds: SENP7 inh	Jurkat NFkB inh	Gli-Sufu block	HKDC1 inh	UBC13 polyUb	Apaf1 inhib	697 NFkB inh	SENP8 block
COc1ccc(NC(=O)c2ccc(N3C(=O)C4CC=C(C)CC4C3=O)cc2)c(OC)c1 (configuration not stated)
 : 0	-7	-6	3	3	2	11	9
CSc1ccc(C(=S)N2CCCC2)cc1
 : 4	-10	29	-3	5	-14	5	5
OC1COC(OCC2OC(OCc3ccccc3)C(O)C(O)C2O)C(O)C1O (configuration not stated)
 : 1	-4	-9	5	7	-8	7	6
O=C(O)CCn1cc(/C=N/O)c(-c2cccc([N+](=O)[O-])c2)n1
 : 2	5	20	-4	2	-5	3	4
CN1C[C@H](C(=O)N[C@]2(C)O[C@@]3(O)[C@@H]4CCCN4C(=O)[C@H](Cc4ccccc4)N3C2=O)CC2c3cccc4[nH]cc(c34)C[C@H]21 (some centres not stated)
 : 6	-2	20&-3	3&7	13	12	-9	-2
CC1CC(c2ccccc2)n2nc(NC(=O)c3cccs3)nc2N1 (configuration not stated)
 : -9	-6	2	-1	-6	4	-2	-11
CCCCCCCN(C(=O)CCl)c1cccc(C)c1
 : -1	47	8	9	10	10	35	0
CCc1ccc2nc(NC(=O)CSCc3c(C)noc3C)sc2c1
 : -9	-38	-16	5	-6	46*	-72	-11
Cc1cnc(NC(=O)CSc2ncc(-c3ccccc3)n2Cc2ccco2)s1
 : 0	9	-5	3	1	42*	-31	1
CC(=O)OC[C@H]1O[C@H](C/C=N/OC[C@@H](O)[C@H]2O[C@@H]3OC(C)(C)O[C@@H]3[C@H]2O)C=C[C@@H]1OC(C)=O
 : 8	10	x	x	-5	4	11	0
Cc1ccccc1OCc1nc2ccccc2c(=O)n1N
 : 1	-38	-24	-9	6	0	-11	-7
COc1cccc(-c2nc(COc3ccc(Cl)cc3Cl)no2)c1
 : 9	-18	0	2	6	12	-3	-5
O=C(O)Cn1cc(/C=C2/NC(=O)N(c3ccc(Cl)cc3)C2=O)c2ccccc21
 : 8	-8	-7	0	-21	12	-4	-7
CCCCCCC(C)n1[nH]c(=O)cc1N (configuration not stated)
 : 8	3	-4	-2	8	-12	-4	4
CCN1CCN(C(=O)C2CCN(Cc3nc(-c4cccc(Cl)c4)oc3C)CC2)CC1
 : 16	3	3	-8	9	19	-3	-7
O=C(Cn1cccn1)N1CCCC(N2CCN(c3ccccc3F)CC2)C1 (configuration not stated)
 : -1	4	0	0	0	-4	-5	12
COCCCNC(=O)/C(C#N)=C/c1ccc(F)cc1
 : 12	0	5	-3	-4	-6	10	-6

# Printed as active in SENP7 inh, among the entries above:
Compound	SENP7 inh	Jurkat NFkB inh	HKDC1 inh	UBC13 polyUb	697 NFkB inh	SENP8 block
Cc1ccccc1OCC(O)Cn1c(=N)n(Cc2ccccc2)c2ccccc21 (configuration not stated)	51*	24	6	14	-36	-5

# Screening results (PubChem)
